PREPL inh = inhibits the human prolyl oligopeptidase-like enzyme. inhibition, % at 5.96 µM. recombinant PREPL, fluorescence polarization activity-based probe. 320,000 tested, 0.68% active; in the data active = inhibition above about 43%;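 note: 0% = enzyme with DMSO and 100% = wells lacking enzyme; many of its hits are not listed in these tables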
Target sequence (Q4J6C6 whole entry, looked up): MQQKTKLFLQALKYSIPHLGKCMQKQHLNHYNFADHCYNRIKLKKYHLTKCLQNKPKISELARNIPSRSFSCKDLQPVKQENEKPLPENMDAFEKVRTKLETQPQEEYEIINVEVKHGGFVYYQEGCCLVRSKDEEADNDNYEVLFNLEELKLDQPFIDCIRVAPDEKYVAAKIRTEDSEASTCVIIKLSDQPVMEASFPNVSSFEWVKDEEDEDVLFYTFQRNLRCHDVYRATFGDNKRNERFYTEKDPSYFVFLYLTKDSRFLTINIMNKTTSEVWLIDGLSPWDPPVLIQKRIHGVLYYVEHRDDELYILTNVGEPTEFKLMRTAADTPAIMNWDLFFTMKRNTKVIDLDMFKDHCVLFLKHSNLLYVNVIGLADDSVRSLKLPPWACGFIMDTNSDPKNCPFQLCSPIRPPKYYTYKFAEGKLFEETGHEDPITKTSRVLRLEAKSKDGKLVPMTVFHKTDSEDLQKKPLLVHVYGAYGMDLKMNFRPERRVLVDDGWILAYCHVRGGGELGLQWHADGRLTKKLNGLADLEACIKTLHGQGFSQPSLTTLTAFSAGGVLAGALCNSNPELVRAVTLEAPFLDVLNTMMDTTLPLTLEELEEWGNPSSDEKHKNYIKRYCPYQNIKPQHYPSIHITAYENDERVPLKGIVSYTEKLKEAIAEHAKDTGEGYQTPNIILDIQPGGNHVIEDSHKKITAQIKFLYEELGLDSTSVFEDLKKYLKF
Efflux pump mplx = inhibitors of Candida antifungal efflux pumps expressed in yeast. S. cerevisiae Candida pump triplex, Nile Red efflux. inhibition, % at 10 µM. 330,000 tested, 0.44% active;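 active = plate passing quality check with inhibition over a set limit, or well fluorescence over plate mean plus 4 SD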;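 note: Nile Red retained in pooled yeast measured as flow cytometry median fluorescence; 0% = buffer negative control and 100% = Enniatin B positive control; higher means more Nile Red kept so more efflux inhibition; some compounds called inactive have numbers as strong as hits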
GASC-1 inh = inhibitors of human GASC-1 (JMJD2C) demethylase; Q9H3R0; GST-JMJD2C(1-420) H3K9me3 demethylation, DELFIA europium; inhibition, % at 2.35 µM; 330,000 tested, 0.069% active; AID 2099;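 active = more than half of a compound's replicate wells show inhibition beyond 50%, single wells judged on their own value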;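 note: signal counts dimethyl H3K9 product captured on neutravidin plate; 0% = median of DMSO wells and 100% = 0.3 times that DMSO median; strong numbers were not always called active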
Active calls of the source: *. This is a subset, so the mix of outcomes need not match the whole.

1: C=CC[C@@H](CC(=O)N[C@@H](CO)Cc1ccccc1)C(=O)NC[C@@H](OC(=O)[C@@H](CC=C)Cc1ccc(F)cc1)c1ccccc1
  PREPL inh: 8.7
  Efflux pump mplx: 0.2
  GASC-1 inh: 10.9

2: COc1cccc(OC)c1C(=O)OCC(=O)N1CCC(Cc2ccccc2)CC1
  PREPL inh: 12.3
  Efflux pump mplx: -0.2
  GASC-1 inh: -6.1

3: CC(C)(C)OC(=O)N1CCCC(C(=O)Nc2ccc(C(=O)N3CCOCC3)cc2)C1 (stereo not given)
  PREPL inh: 0.0
  Efflux pump mplx: -0.2
  GASC-1 inh: 10.7

4: COc1cccc(NC(=O)CN(C)CC(=O)Nc2ccc3c(c2)OCO3)c1
  PREPL inh: 8.3
  Efflux pump mplx: -0.1
  GASC-1 inh: -11.7

5: CCCCC1(C)NC(=O)N(CC(=O)Nc2ccc(Cl)cc2C)C1=O (stereo not given)
  PREPL inh: 18.2
  Efflux pump mplx: -0.1
  GASC-1 inh: -10.6

6: CCOC(=O)[C@H]1[C@H]2COc3ccccc3[C@@H]2N2C(=O)CN(Cc3ccccc3)C(=O)[C@@]12C
  PREPL inh: 6.4
  Efflux pump mplx: 0.1
  GASC-1 inh: 5.5

7: CC1(C)C(=O)Nc2ccccc2N1C(=O)COc1ccccc1C#N
  PREPL inh: 23.9
  Efflux pump mplx: 0.1
  GASC-1 inh: 3.7

8: CC1CN(C(=O)COC(=O)Cc2c(Cl)cccc2Cl)CC(C)O1 (stereo not given)
  PREPL inh: 6.4
  Efflux pump mplx: -0.1
  GASC-1 inh: -3.1

9: O=C(N[C@@H]1C/C=C\C[C@@H](CC(=O)N(CCO)Cc2ccccc2)C(=O)NCCOC1=O)OCC1c2ccccc2-c2ccccc21
  PREPL inh: 22.4
  Efflux pump mplx: 0.8
  GASC-1 inh: -7.0

10: CSc1ncccc1C(=O)OCC(=O)N1CCCC1
  PREPL inh: 4.2
  Efflux pump mplx: -0.1
  GASC-1 inh: -4.3

11: CCN(CC)S(=O)(=O)c1ccc(N2CCOCC2)c(NC(=O)c2ccco2)c1
  PREPL inh: 4.7
  Efflux pump mplx: 0.2
  GASC-1 inh: -7.1

12: Cc1oc(-c2cccs2)nc1CNC[C@H]1O[C@@H](n2cnc3c(N)ncnc32)[C@H](O)[C@@H]1O
  PREPL inh: -11.1
  Efflux pump mplx: -0.2
  GASC-1 inh: -10.0

13: C[C@@H]1COC(=O)[C@@H](Cc2ccc(F)cc2)CC/C=C\C[C@@H](CC(=O)NCCO)C(=O)N1
  PREPL inh: 16.6
  Efflux pump mplx: -0.4
  GASC-1 inh: -1.2

14: C[C@H]1COC(=O)[C@H](Cc2ccc(F)cc2)C/C=C\C[C@@H](CC(=O)N(CCO)Cc2ccccc2)C(=O)N1
  PREPL inh: 24.7
  Efflux pump mplx: 0.1
  GASC-1 inh: -4.0

15: CC(=O)Nc1ccc(S(=O)(=O)Nc2nc3ccccc3nc2Nc2ccc(C(=O)O)c(O)c2)cc1
  PREPL inh: 23.9
  Efflux pump mplx: 0.0
  GASC-1 inh: -2.4

16: COc1ccc(NC(=O)N(C)C[C@H]2Oc3c(NC(=O)C4CCCCC4)cccc3C(=O)N([C@H](C)CO)C[C@@H]2C)cc1
  PREPL inh: 0.1
  Efflux pump mplx: -0.1
  GASC-1 inh: 34.0

17: Cc1ccnc2nc(C(=O)OCC(=O)c3ccccc3)nn12
  PREPL inh: 13.2
  Efflux pump mplx: 0.0
  GASC-1 inh: -4.2

18: Cc1nc(CC(=O)NNS(=O)(=O)c2cccc(Cl)c2Cl)cs1
  PREPL inh: 19.6
  Efflux pump mplx: -0.1
  GASC-1 inh: 12.7

19: CCCn1c(N)c(C(=O)CSc2nc(C3CC3)n(-c3ccccc3)n2)c(=O)[nH]c1=O
  PREPL inh: 2.1
  Efflux pump mplx: -0.1
  GASC-1 inh: 1.2

20: C[C@@H]1CN([C@H](C)CO)C(=O)Cc2cc(NC(=O)Cn3cnnn3)ccc2O[C@@H]1CN(C)Cc1ccc(Cl)c(Cl)c1
  PREPL inh: 16.1
  Efflux pump mplx: 0.6
  GASC-1 inh: 18.6

From no. 8 up to 14, as listed above:
8: CC1CN(C(=O)COC(=O)Cc2c(Cl)cccc2Cl)CC(C)O1 (stereo not given)
  PREPL inh: 6.4
  Efflux pump mplx: -0.1
  GASC-1 inh: -3.1

9: O=C(N[C@@H]1C/C=C\C[C@@H](CC(=O)N(CCO)Cc2ccccc2)C(=O)NCCOC1=O)OCC1c2ccccc2-c2ccccc21
  PREPL inh: 22.4
  Efflux pump mplx: 0.8
  GASC-1 inh: -7.0

10: CSc1ncccc1C(=O)OCC(=O)N1CCCC1
  PREPL inh: 4.2
  Efflux pump mplx: -0.1
  GASC-1 inh: -4.3

11: CCN(CC)S(=O)(=O)c1ccc(N2CCOCC2)c(NC(=O)c2ccco2)c1
  PREPL inh: 4.7
  Efflux pump mplx: 0.2
  GASC-1 inh: -7.1

12: Cc1oc(-c2cccs2)nc1CNC[C@H]1O[C@@H](n2cnc3c(N)ncnc32)[C@H](O)[C@@H]1O
  PREPL inh: -11.1
  Efflux pump mplx: -0.2
  GASC-1 inh: -10.0

13: C[C@@H]1COC(=O)[C@@H](Cc2ccc(F)cc2)CC/C=C\C[C@@H](CC(=O)NCCO)C(=O)N1
  PREPL inh: 16.6
  Efflux pump mplx: -0.4
  GASC-1 inh: -1.2

14: C[C@H]1COC(=O)[C@H](Cc2ccc(F)cc2)C/C=C\C[C@@H](CC(=O)N(CCO)Cc2ccccc2)C(=O)N1
  PREPL inh: 24.7
  Efflux pump mplx: 0.1
  GASC-1 inh: -4.0

New compounds follow:
21: Cc1cc(C(=O)COC(=O)CC(NC(N)=O)c2ccc(Cl)cc2)c(C)n1C (stereo not given)
  PREPL inh: 11.5
  Efflux pump mplx: -0.1
  GASC-1 inh: 2.9

22: CC(NC(=O)COC(=O)c1ccc([N+](=O)[O-])o1)c1ccccc1 (stereo not given)
  PREPL inh: -3.5
  Efflux pump mplx: -0.1
  GASC-1 inh: -2.9

23: COc1cccc2sc3cc(NCc4ccc(C)o4)ccc3c(=O)c12
  PREPL inh: 16.9
  Efflux pump mplx: 0.0
  GASC-1 inh: 16.7

24: Cc1nc(SCC(=O)N2CCOCC2)c2c3c(sc2n1)CCC3
  PREPL inh: 30.5
  Efflux pump mplx: -0.1
  GASC-1 inh: 3.9

25: O=C(C[C@@H]1C/C=C/CC[C@H](Cc2ccc(F)cc2)C(=O)OCCNC1=O)N[C@H](CO)Cc1ccccc1
  PREPL inh: 42.1
  Efflux pump mplx: -0.1
  GASC-1 inh: 13.0

26: C=CC[C@@H](CC(=O)NCCO)C(=O)NC[C@@H](OC(=O)[C@H](CC=C)CC(=O)OC(C)(C)C)c1ccccc1
  PREPL inh: 8.8
  Efflux pump mplx: 0.1
  GASC-1 inh: 4.7

27: Cc1cnc(C(=O)OCc2cc(=O)n3c(C)cccc3n2)cn1
  PREPL inh: 19.2
  Efflux pump mplx: 0.1
  GASC-1 inh: 1.1

28: O=C(NCCCN1CCOCC1)c1cc(-c2ccco2)nc2ccccc12
  PREPL inh: 14.6
  Efflux pump mplx: -0.2
  GASC-1 inh: 5.6

29: COc1ccc(NC(=O)CN2C(=O)NC3(CCCc4ccccc43)C2=O)c(OC)c1 (stereo not given)
  PREPL inh: 15.6
  Efflux pump mplx: -0.4
  GASC-1 inh: 3.3

30: CN(C(=O)CSc1cccc[n+]1[O-])C1CCCCC1
  PREPL inh: -1.6
  Efflux pump mplx: 0.1
  GASC-1 inh: -11.4

Given with the structure last: part of the list above
No.	PREPL inh	Efflux pump mplx	GASC-1 inh	structure
28	14.6	-0.2	5.6	O=C(NCCCN1CCOCC1)c1cc(-c2ccco2)nc2ccccc12
24	30.5	-0.1	3.9	Cc1nc(SCC(=O)N2CCOCC2)c2c3c(sc2n1)CCC3
30	-1.6	0.1	-11.4	CN(C(=O)CSc1cccc[n+]1[O-])C1CCCCC1
22	-3.5	-0.1	-2.9	CC(NC(=O)COC(=O)c1ccc([N+](=O)[O-])o1)c1ccccc1 (stereo not given)
29	15.6	-0.4	3.3	COc1ccc(NC(=O)CN2C(=O)NC3(CCCc4ccccc43)C2=O)c(OC)c1 (stereo not given)
21	11.5	-0.1	2.9	Cc1cc(C(=O)COC(=O)CC(NC(N)=O)c2ccc(Cl)cc2)c(C)n1C (stereo not given)

(next part)
(31) CC(C)NC(=O)N(C)C[C@H]1Oc2ccc(NS(=O)(=O)c3ccccc3)cc2C(=O)N([C@H](C)CO)C[C@H]1C
(32) CN(CC(=O)NCc1ccc2c(c1)OCO2)S(=O)(=O)c1ccc(Cl)cc1
(33) C=CC[C@@H](CC(=O)N[C@@H](CO)Cc1ccccc1)C(=O)N[C@@H](COC(=O)[C@H](CC=C)CC(=O)OC(C)(C)C)Cc1c[nH]c2ccccc12
(34) Cc1ccc(C(=O)O)cc1NC(=O)CSc1nnc(-c2ccccc2F)n1C1CCCCC1
(35) CC(NC(=O)COC(=O)/C=C/c1cccc(F)c1)c1ccccc1 (stereo not given)
(36) Nc1ncnc2c1ncn2[C@@H]1O[C@H](CNCc2ccc(OCC(=O)Nc3ccccn3)cc2)[C@@H](O)[C@H]1O
(37) COc1ccc(C(=O)NC(=O)CSc2nc3nc(C)cc(C)n3n2)cc1
(38) CCN(Cc1ccncc1)C(=O)c1ccc(C)c(S(=O)(=O)N2CCCCC2)c1
Assay by compound	31	32	33	34	35	36	37	38
PREPL inh	11.3	5.0	20.7	-6.4	-3.0	2.4	25.2	24.6
Efflux pump mplx	0.1	0.1	0.0	0.1	-0.5	-0.3	0.0	0.4
GASC-1 inh	54.0*	6.1	-7.2	-0.3	7.3	6.6	-9.7	-2.4

(39) COc1cc(C(C)=O)ccc1OCC(=O)NCCCn1nc(C)cc1C
(40) O=C(CCNC(=O)c1ccccc1Cl)NN=Cc1ccccc1[N+](=O)[O-]
(41) O=C(COc1ccccc1F)NCCc1ccc2c(c1)OCCO2
(42) CC(C)(C)OC(=O)C[C@@H]1C/C=C\C[C@H](CC(=O)N[C@@H](CO)Cc2ccccc2)C(=O)N[C@H](C(C)(C)C)COC1=O
(43) Cn1c(=O)c2c(ncn2CC(=O)Nc2cc(S(=O)(=O)N3CCCCC3)ccc2O)n(C)c1=O
(44) COCC(C)n1c(C)cc(C(=O)COC(=O)c2cnc(Cl)c(Cl)c2)c1C (stereo not given)
(45) COC(=O)C1=C(C)N(Cc2ccccc2)C(=NCc2ccc3c(c2)OCO3)N[C@H]1c1ccccc1
(46) O=C(NCc1cc(C(F)(F)F)ccc1Cl)c1cccc2c1C(=O)c1ccc(N3CCOCC3)cc1S2(=O)=O
Assay by compound	39	40	41	42	43	44	45	46
PREPL inh	4.2	-1.5	-3.4	7.4	1.8	15.5	-10.1	14.5
Efflux pump mplx	0.2	0.0	0.2	-0.3	-0.3	-0.1	-0.2	0.3
GASC-1 inh	-5.1	-9.8	6.2	-0.4	-6.7	-0.3	-1.0	-4.1

(47) O=C(COC(=O)Cc1c(F)cccc1Cl)NNC(=O)c1ccccc1
(48) CC(C)CC1NC(=O)c2ccc(Cl)cc2-n2c1nc1ccc(Cl)cc1c2=O (stereo not given)
(49) O=C(CCc1nc2ccccc2c(=O)[nH]1)N1CCN(c2ccccc2Cl)CC1
(50) CC(C)N(C(=O)[C@H]1CC(CC(=O)NCCc2ccccn2)C(=O)N2CCc3c([nH]c4ccccc34)[C@]12C)C(C)C (stereo not given in full)
(51) COc1ccc(/C=C/C(=O)Nc2ccccc2F)cc1S(=O)(=O)N1CCOCC1
(52) CCc1cc2c(SCC(=O)NC3CC3)ncnc2s1
(53) C[C@H](CO)N1C[C@H](C)[C@@H](CN(C)S(C)(=O)=O)Oc2ccc(NS(=O)(=O)c3ccccc3)cc2C1=O
(54) COc1ccccc1S(=O)(=O)N1CCNC(=O)C1
(55) Cc1ccc2c(c1)[C@H]1[C@H](CO2)[C@H](c2ccccc2)[C@]2(C)C(=O)N(Cc3ccc(F)cc3)CC(=O)N12
Assay by compound	47	48	49	50	51	52	53	54	55
PREPL inh	8.8	11.8	0.1	8.3	1.3	11.7	5.7	-7.3	-4.1
Efflux pump mplx	-0.3	-0.3	0.0	0.3	0.1	0.0	-0.4	0.0	0.2
GASC-1 inh	-0.7	-2.0	0.7	1.7	0.3	-0.6	-9.2	3.1	-4.0

High-throughput results (PubChem)
